b-catenin transl – alters nuclear translocation of beta-catenin in HeLa cells. nuclear translocation activity, % at 5 µM. immunofluorescence imaging. AID 1665. 0.3% of 190,000 active;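 active = nuclear translocation activity above 50% at 5 µM, with a well cell count of 50 or more; inconclusive = wells under 50 cells across six images, flagged as toxic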;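 note: per-cell ratio of nuclear to cytoplasmic median beta-catenin stain intensity; plate controls were DMSO negative control for no effect and GSK-3 inhibitor IX positive control for full effect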
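assay system = human HeLa cells, endogenous beta-catenin | times = compound treatment 24 h, 37°C, 5% CO2 | detection = Anti-beta-catenin immunofluorescence on PFA-fixed, Triton-permeabilized cells, DAPI nuclei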
WT yeast gro inh – growth inhibition of WT yeast, mitochondrial fusion screen; mitochondrial fusion phenotypic screen, WT strain; inhibition, % at 10 µM; 2.1% of 190,000 active; AID 1362; in the data active = inhibition above about 58%; tested in S. cerevisiae
MT stabilize HCS – microtubule stabilization, imaging screen; HeLa tubulin immunostaining HCS, 24 h; share of cells brighter than vehicle mean+2SD; % tubulin-high responders, % at 10 µM; 0.83% of 200,000 active; AID 2205;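 active = plate Z-score above 3 for both tubulin-high and condensed-nucleus cell shares, with cell loss under 80%, at 10 µM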;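 note: anti alpha tubulin signal scored within the nucleus-defined area of each cell; some results filed as inactive read as strong as hits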
West Nile antiviral – inhibition of WNV-induced cytopathic effect – cell-based, CPE readout (AID 1621) | 0.02% of 290,000 active | one-dose CPE inhibition, % at 10 µM; IC50 in µM for titrated hits | West Nile virus-infected cells, CPE inhibition; higher % means a stronger effect; in the data active = a potency from the dose series; inconclusive = CPE inhibition mostly from about 3.7% at the one dose, without a potency; inactive = the rest, 99 in 100 with CPE inhibition below about 2.2%; note: strong numbers were not always called active
Myeloid diff MLP – myeloid differentiation induction; ER-HoxA9 myeloid progenitors, lysozyme-GFP differentiation, flow cytometry; calls only at 10 µM; 1% of 360,000 active;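 active = normalized GFP-positive differentiation at or above the plate's own cutoff, the solvent-only control mean plus 3 SD; inconclusive = no clear call, values can overlap the other calls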;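 note: cells exposed to compound for four days before flow analysis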
Insulin prom up – MIN6 insulin promoter up-regulation. MIN6 insulin promoter-GFP reporter, high-content imaging; hits give high values. z-score at 5 µM. 0.3% of 190,000 active;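 active = z-score above 3 at 5 µM with at least 500 cells counted in the well; inconclusive = wells under 500 cells, flagged as cytotoxic or low count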
Autophagy HCS – autophagy modulation, high-content screen. MEF GFP-LC3 puncta imaging; test concentration mostly 10 µM. AID 463193. 0.98% of 190,000 active. calls only at 10 µM (by protocol);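 active = percentage of spot-positive cells more than 3 SD above its plate mean, without a fluorescence outlier flag or 80% toxicity; inconclusive = no clear call, values can overlap the other calls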;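 note: spot-positive cell cutoff set from DMSO-treated cells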
T cell HTS – modulates CD8 T cell binding to vesicles; 2C CD8+ T cell-vesicle binding, flow cytometry; hits give low values; 0.068% of 330,000 active; calls only at 7 µM;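 active = response, share of CD8 T cells binding vesicles, and their 90th percentile fluorescence all below set limits, cut at about 80% in these data, passing the limit was not always enough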
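Read-out – percent CD8+ FL2 mean versus row control · System – murine 2C transgenic CD8+ T lymphocytes · Times – 1.5 h cell–vesicle binding at 37 °C, then 20 min icy labelling · Control set – naked vesicles low, QL9 vesicles with vehicle high · Detection – cytometric PE anti-B7-1 and Alexa647 anti-CD8 signals after 1% paraformaldehyde fixation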
Lipid droplet – modulators of hepatic lipid droplet formation; AID 1656; 0.4% of 240,000 active; inhibition, % at 6.5 µM; AML12 mouse hepatocytes, oleate lipid droplets, BODIPY imaging;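 active = lipid droplet intensity inhibited by at least 50%, with more than 500 cells counted; inconclusive = wells with under 300 cells, treated as cytotoxic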
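Material – AML12 mouse liver cells · Also added – oleate loading, 100 µM · Compound dosing – 6.5 µM single-point dosing · Times – overnight treatment with compound plus oleate · Measured by – fluorescence imaging, 20x objective, two fields per well · Read-out – percent inhibition of filter-corrected integrated lipid droplet intensity per well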
WT yeast gro inh mutant strain – second read-out of WT yeast gro inh, no call of its own (marks repeat the call); inhibition, %; mitochondrial fusion phenotypic screen, mutant strain inhibition
Insulin prom up cell count – recorded beside Insulin prom up, whose call it bears; cell count; measured here: cytotoxicity, nuclei count;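 total cells summed across four imaged fields per well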
Lipid droplet cells 6.5 µM – second read-out of Lipid droplet, no call of its own (marks repeat the call); cell count; measured here: cell count, cytotoxicity flag;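 cells counted across two imaged fields per well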
b-catenin transl cell count 5 µM – second read-out of b-catenin transl, no call of its own (marks repeat the call); cell count; measured here: cell count, cytotoxicity flag
T cell HTS vesicle-bound % – also measured in T cell HTS; calls as there; double positive events, %; measured here: CD8+ vesicle-bound cell fraction;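 binding gate set so that unloaded-vesicle control wells show 10% double positive cells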
MT stabilize HCS Hoechst-high % – also measured in MT stabilize HCS; calls as there; % Hoechst-high responders; measured here: nuclear condensation Hoechst responders;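 share of cells brighter than vehicle mean plus two SD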
MT stabilize HCS cytotoxicity % – second read-out of MT stabilize HCS, no call of its own (marks repeat the call); toxicity, %; measured here: cytotoxicity by cell density;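 0% = mean cell density of plate MIN control wells and 100% = no cells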
Autophagy HCS cell loss 18 h – recorded beside Autophagy HCS, whose call it bears; toxicity, %; measured here: cell loss, nuclei count;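 cell loss after 18 h compound exposure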
Myeloid diff MLP GFP+ MAC1+ % – further read-out of Myeloid diff MLP, marked with its call; GFP+ MAC1+ double positive, %; measured here: differentiation confirmed by MAC1 staining
* hit, by the source's call; i = inactive; ? = inconclusive; . = not tested or not shown. No enrichment for hits; about 3.9% have a hit in one of these screens.

SMILES	b-catenin transl	b-catenin transl cell count 5 µM	WT yeast gro inh	WT yeast gro inh mutant strain	MT stabilize HCS	MT stabilize HCS Hoechst-high %	MT stabilize HCS cytotoxicity %	West Nile antiviral	Myeloid diff MLP	Myeloid diff MLP GFP+ MAC1+ %	Insulin prom up	Insulin prom up cell count	Autophagy HCS	Autophagy HCS cell loss 18 h	T cell HTS	T cell HTS vesicle-bound %	Lipid droplet	Lipid droplet cells 6.5 µM
Cn1c(=O)cc(SCC(=O)N2CCCC2)c2ccc(Cl)cc21	-0.9	1310	10	18	8.2	1.1	1.1	1.6%	i	0.8	-0.56	1319	i	4	i	37	.	.
O=C(Nc1ccccc1-c1nnn(CC(=O)N2CCCc3ccccc32)n1)c1ccc(Cl)cc1	-2.3	1075	-6	-20	2.6	2.5	8.3	0.0%	i	0.0	-0.09	901	i	2	i	44	-2	759
C=CCN1C(=O)C(CC(=O)O)SC1=Nc1c(C)n(C)n(-c2ccccc2)c1=O (stereo unspecified)	5.0	1013	-7	-8	2.8	1.8	6.1	0.0%	i	2.4	1.2	852	i	-6	i	52	0	815
O=C(NCc1cccnc1)c1ccccc1NS(=O)(=O)c1ccc(F)cc1	.	.	.	.	.	.	.	-0.1%	i	0.6	.	.	.	.	i	74	-9	800
Cc1ccc2nc(N/N=C/c3ccco3)cc(C)c2c1	2.3	1029	19	2	5.4	2.9	3.5	-0.8%	i	0.1	0.1	1434	i	21	i	48	16	733
CN1CCN(c2nc3c(c(=O)[nH]c(=O)n3C)n2Cc2ccc(Cl)cc2)CC1	.	.	.	.	.	.	.	-0.4%	i	0.4	.	.	.	.	i	44	-2	733
COc1ccc(/C(C)=N/N=C(N)N)c(OC)c1	1.7	1276	.	.	.	.	.	-0.8%	i	0.2	0.39	1319	.	.	i	14	-4	704
O=C(c1c(F)cccc1F)N1CCC(n2nnc3cc(C(F)(F)F)ccc32)CC1	-0.7	1052	18	7	1.9	1.1	3.2	-1.4%	i	0.5	-0.42	1448	i	6	i	25	3	660
Cc1ccc(S(=O)(=O)NC(=S)NC2CCCCC2)cc1	-0.9	1005	-7	-39	1.4	1.5	4.3	0.3%	i	0.3	0.28	1661	i	41	i	18	2	708
COc1ccc(NC(=O)O/N=C/c2c(C)nn(C(C)(C)C)c2C)cc1	1.2	999	.	.	.	.	.	-0.5%	i	0.5	-0.86	1348	.	.	i	23	28	727
CC(=O)Nc1c(C(=O)c2ccc(F)cc2)oc2ccccc12	1.4	978	5	-5	3.0	4.1	5.1	0.5%	i	1.5	0.54	1149	i	2	i	44	.	.
O=C(Nc1ccc(S(=O)(=O)Nc2nccs2)cc1)C1CCCCC1	-2.8	1115	-4	-1	4.4	1.8	9.9	-0.1%	i	9.1	-0.78	1003	i	6	i	50	.	.
Cc1noc(C)c1CSCC(=O)NC1=NCCS1	0.0	1159	.	.	3.5	3.3	6.5	0.8%	i	0.8	0.81	1403	i	10	i	30	.	.
O=C1C=C(Nc2ccc(Cl)cc2)CC(c2ccco2)C1 (stereo unspecified)	-0.2	1109	-6	4	26	7.5	50	-0.5%	i	1.9	.	.	i	6	i	56	-3	769
CCOC(=O)C1CCCN(C(=O)c2ccc(CNS(=O)(=O)c3ccc(C)cc3)cc2)C1 (stereo unspecified)	-0.2	1071	-10	-7	2.5	2.8	7.8	0.9%	i	0.7	-0.28	937	i	3	i	16	0	711
O=C(c1cc2c(s1)CCCC2)N1CCN(c2ccccc2)CC1	-0.7	996	30	27	2.4	1.5	8.0	-0.9%	i	0.0	-0.16	1139	i	14	i	35	-2	730
CCO[C@@H]1OC(C(=O)NC2CC2)=C[C@H](c2c[nH]c3ccccc23)[C@H]1CCCO	1.1	1096	.	.	.	.	.	-0.6%	i	0.6	1.2	742	.	.	i	10	-6	740
c1cc(CNC2C3CC4CC(C3)CC2C4)ccn1 (stereo unspecified)	-1.2	1070	-9	18	2.9	1.4	1.5	-1.0%	i	0.6	-0.78	1346	i	28	i	40	4	731
O=C(NC1CCS(=O)(=O)C1)c1cccs1 (stereo unspecified)	.	.	.	.	.	.	.	0.7%	i	0.7	.	.	.	.	i	16	-12	838
O=C(CCc1nnc(CCCCc2ccccc2)o1)N1CCCC(O)C1 (stereo unspecified)	0.8	1365	.	.	.	.	.	-0.2%	i	0.6	-0.22	1180	.	.	i	66	22	752
N#Cc1ccsc1NC(=O)c1ccccn1	-4.7	906	3	13	3.5	3.2	15	1.9%	i	0.8	0.3	1252	i	41	i	37	.	.
CCOC(=O)C1CCCN(Cc2nc3ccc([N+](=O)[O-])cc3c(=O)n2-c2ccc(OC)cc2OC)C1 (stereo unspecified)	-2.8	1068	-1	15	4.2	2.3	10	-1.1%	i	0.2	0.68	1117	i	20	i	27	3	683
Cc1cc(OCCn2cnc3ccccc3c2=O)ccc1[N+](=O)[O-]	0.8	999	1	-14	2.7	2.1	7.9	-1.1%	i	0.0	-1.1	1239	i	9	i	4	0	603
CCCc1cc(C(=O)NNC(=S)NCc2ccccc2)cs1	-2.8	1181	6	14	1.9	1.1	7.8	1.4%	i	0.8	0.92	1323	i	-5	i	1	-2	777
Cc1cc(C(=O)OCC(=O)Nc2c(F)cccc2F)c(C)n1-c1ccccc1	3.6	830	33	2	5.0	2.1	9.1	0.5%	i	0.8	0.11	1555	i	12	i	39	-11	567
O=C(Nc1ccccc1N1CCOCC1)C1Cc2ccccc2CN1C(=O)c1ccco1 (stereo unspecified)	-1.2	1181	2	-1	1.1	1.9	8.7	-0.3%	i	1.1	-1.3	837	i	7	i	56	-17	783
CC1(c2nnc(Cc3ccccc3)o2)CC(c2ccc([N+](=O)[O-])cc2)=NO1 (stereo unspecified)	0.0	1372	.	.	.	.	.	-0.8%	i	0.6	-0.27	831	.	.	i	11	-30	687
COc1ccc(OC)c(NC(=O)CSCC(=O)O)c1	-5.0	1204	-9	22	2.4	1.7	8.6	0.6%	i	0.4	0.71	702	i	2	i	5	7	749
O=C(NCCO)/C(=C\c1ccco1)NC(=O)c1cccs1	5.6	1150	12	-12	2.1	2.6	2.2	-1.1%	i	0.2	-0.09	1129	i	-3	i	26	1	717
COc1ccc(C(=O)C2CCCN(C(=O)c3cccc(Cn4cccn4)c3)C2)cc1F (stereo unspecified)	.	.	.	.	.	.	.	-0.1%	i	0.8	.	.	.	.	i	12	-2	842

Shown comma-delimited: two of the compounds above
canonical_smiles,b-catenin transl,b-catenin transl cell count 5 µM,WT yeast gro inh,WT yeast gro inh mutant strain,MT stabilize HCS,MT stabilize HCS Hoechst-high %,MT stabilize HCS cytotoxicity %,West Nile antiviral,Myeloid diff MLP,Myeloid diff MLP GFP+ MAC1+ %,Insulin prom up,Insulin prom up cell count,Autophagy HCS,Autophagy HCS cell loss 18 h,T cell HTS,T cell HTS vesicle-bound %,Lipid droplet,Lipid droplet cells 6.5 µM
O=C(Nc1ccc(S(=O)(=O)Nc2nccs2)cc1)C1CCCCC1,-2.8,1115,-4,-1,4.4,1.8,9.9,-0.1%,i,9.1,-0.78,1003,i,6,i,50,.,.
Cc1noc(C)c1CSCC(=O)NC1=NCCS1,0.0,1159,.,.,3.5,3.3,6.5,0.8%,i,0.8,0.81,1403,i,10,i,30,.,.

(continued)
SMILES	b-catenin transl	b-catenin transl cell count 5 µM	WT yeast gro inh	WT yeast gro inh mutant strain	MT stabilize HCS	MT stabilize HCS Hoechst-high %	MT stabilize HCS cytotoxicity %	West Nile antiviral	Myeloid diff MLP	Myeloid diff MLP GFP+ MAC1+ %	Insulin prom up	Insulin prom up cell count	Autophagy HCS	Autophagy HCS cell loss 18 h	T cell HTS	T cell HTS vesicle-bound %	Lipid droplet	Lipid droplet cells 6.5 µM
CCCc1cc(C(=O)N2CCCC(N3CCN(c4ccccc4C)CC3)C2)n(C)n1 (stereo unspecified)	.	.	.	.	.	.	.	1.0%	i	1.2	.	.	.	.	i	19	-3	698
Cc1ccc(-n2c(C)cc(/C=N/NC(=O)c3ccncc3)c2C)cc1C	0.9	1462	0	-7	7.0	1.0	0.8	0.0%	i	1.1	0.24	1397	i	30	i	9	-50	585
O=C1CC(c2ccccc2)CC(O)=C1C=NCCN1CCN(C(=O)Nc2ccccc2)CC1 (stereo unspecified)	-5.5	932	-18	-11	2.8	1.6	9.6	-0.6%	i	1.5	0.65	1254	i	7	i	30	.	.
CCOC(=O)CSc1nc2cc(C(=O)N3CCC(C(N)=O)CC3)ccc2c(=O)n1C1CCCCC1	-1.3	1171	5	11	2.9	2.5	4.6	0.5%	i	0.9	0.1	1198	i	7	i	48	6	692
Cc1ccccc1N1CC(=O)Nc2c(oc3nc(-c4ccccc4)cc(C)c23)C1=O	-0.4	1348	.	.	.	.	.	-0.7%	i	0.1	-0.14	1088	.	.	i	17	-3	738
COc1ccc(OC)c2[nH]c(=O)c(CCNC(C)=O)cc12	-1.5	1058	5	-6	3.6	2.6	6.5	0.2%	i	1.1	-0.38	1898	i	-5	i	51	-1	628
CCOc1ccccc1CN1CCC(n2nccc2NC(=O)CCc2ccccc2)CC1	.	.	.	.	.	.	.	-0.5%	i	4.6	.	.	.	.	i	18	-9	767
CC(C)CC(C(=O)OCC(=O)c1c(N)n(C)c(=O)n(C)c1=O)N1C(=O)c2ccccc2C1=O (stereo unspecified)	.	.	4	26	3.5	2.1	12	0.4%	i	0.4	0.48	1253	i	-1	i	22	20	660
O=C(CCc1ccccc1)N=C1SC2CS(=O)(=O)CC2N1Cc1ccccc1 (stereo unspecified)	.	.	.	.	.	.	.	?	?	.	.	.	.	.	i	38	4	659
CCn1c(SCC(=O)N2CCCc3ccccc32)nnc1-c1ccco1	0.0	1138	17	16	3.1	1.8	9.8	-0.2%	i	1.3	0.19	1202	i	7	i	24	.	.
